PI4K2A inh: qHTS for small molecular inhibitors of PI4K2A; activity change, negative = inhibition, % at 76.9 µM; 0.13% of 420,000 active; purified PI4K2A, ADP-Glo luminescence, 1 h; active compounds read low; AID 1346378, 2018; in the data active = activity change below about -50%; inconclusive = mostly about -30% to -49%;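 note: -100% = wells without enzyme as full effect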
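PI4K2A activity was measured by ADP-Glo luminescence: enzyme (4 ug/mL stock) and phosphatidylinositol (1.2 mM stock) in Tris pH 7.5/MgCl2/EGTA/Triton X-100 buffer were reacted with ATP (300 microM stock) for one hour at ambient temperature.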
GRP78 ERSR act: qHTS for Inducers of the Endoplasmic Reticulum Stress Response (ERSR) in Human Glioma: qHTS | U87-MG GRP78 promoter luciferase reporter, 16 h | Potency, µM, inactives show at the highest dose activation, most hits filed as activators | 0.02% of 420,000 active | AID 602332, 2012; note: potency is the fitted concentration of half-maximal effect; series mostly up to about 76 µM; % of control where 0% means no effect; nearly all actives have a fitted effect of over 35% in size
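ERSR induction read as luciferase luminescence (Bright-Glo, 10 min at room temperature) in stably transfected human U87-MG glioma cells exposed to compounds for 16 h, using GRP78 as sensor.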
Vif-APOBEC3G blk: qHTS for Inhibitors of Vif-A3G Interactions: qHTS; Potency, µM (series often up to 46.1 µM), without a hit: at the top dose activity, negative = active, usual class: inhibitors; 0.076% of 410,000 active; HeLa A3G-eYFP + Vif (tagged APOBEC3G with the HIV-1 protein that degrades it), YFP fluorescence, overnight; DNA dC->dU-editing enzyme APOBEC-3G (Homo sapiens), Q9HC16;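 note: potency is the fitted concentration of half-maximal effect; % is set by controls: 0 for no effect and ±100 for the full control effect; nearly all actives have a fitted effect of over 60% in size; hits raise eYFP signal because A3G escapes Vif-driven loss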
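HeLa cells stably expressing Vif and C-terminally eYFP-tagged A3G, seeded overnight at 37 deg C, then exposed to compound by pintool overnight at 37 deg C. Rise in yellow fluorescence (Ex 488/Em 500-530, Acumen) marks blocked Vif-driven A3G degradation.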
LDHA block: qHTS assay for inhibitors of human lactate dehydrogenase. purified LDHA, NADH/diaphorase-resazurin fluorescence; active compounds read low. 0.15% of 480,000 active. L-lactate dehydrogenase A chain (Homo sapiens), P00338. activity change, % (values are at about 110 or 230 µM); in the data active = activity change below about -30%; inconclusive = mostly about -25% to -30%;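 note: plate controls were DMSO wells for no effect and wells without enzyme for full effect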
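Human LDH5 (2 nM) was incubated with 0.06 mM NADH and 0.2 mM pyruvate for 5 min at room temperature in Tris pH 7.4. Remaining NADH was coupled through diaphorase/resazurin, and resorufin fluorescence was read at 0 and 20 min.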
Vif-APOBEC3F blk: qHTS for Inhibitors of Vif-A3F Interactions: qHTS | HeLa A3F-eYFP + Vif (tagged APOBEC3F with the HIV-1 protein that degrades it), YFP fluorescence increase | Potency, µM (series often up to 46.1 µM), inactives show at the highest dose activity, negative = active | 0.2% of 390,000 active; note: potency is the fitted concentration of half-maximal effect; % of control where 0% means no effect; nearly all actives have a fitted effect of over 65% in size
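HeLa cells stably expressing Vif plus C-terminally eYFP-tagged A3F were seeded, incubated overnight at 37 deg C, dosed with compound, incubated overnight again at 37 deg C. Yellow fluorescence (Ex 488/Em 500-530) reported blocked Vif-mediated A3F-eYFP degradation.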
IDH1 R132H inh: qHTS for Inhibitors of mutant isocitrate dehydrogenase 1 (IDH1): qHTS. Isocitrate dehydrogenase [NADP] cytoplasmic (Homo sapiens), O75874. IDH1-R132H enzyme, NADPH consumption, diaphorase/resazurin fluorescence. Potency, µM (top dose mostly 76.6 µM), for inactives: at the highest dose activity change, negative = inhibition, actives largely listed as inhibitors. 0.093% of 390,000 active. AID 602179, 2012; note: potency is the fitted concentration of half-maximal effect; % is set by controls: 0 for no effect and ±100 for the full control effect; nearly all actives have a fitted effect of over 65% in size
Target sequence (O75874 whole entry R132H, stated change not applied): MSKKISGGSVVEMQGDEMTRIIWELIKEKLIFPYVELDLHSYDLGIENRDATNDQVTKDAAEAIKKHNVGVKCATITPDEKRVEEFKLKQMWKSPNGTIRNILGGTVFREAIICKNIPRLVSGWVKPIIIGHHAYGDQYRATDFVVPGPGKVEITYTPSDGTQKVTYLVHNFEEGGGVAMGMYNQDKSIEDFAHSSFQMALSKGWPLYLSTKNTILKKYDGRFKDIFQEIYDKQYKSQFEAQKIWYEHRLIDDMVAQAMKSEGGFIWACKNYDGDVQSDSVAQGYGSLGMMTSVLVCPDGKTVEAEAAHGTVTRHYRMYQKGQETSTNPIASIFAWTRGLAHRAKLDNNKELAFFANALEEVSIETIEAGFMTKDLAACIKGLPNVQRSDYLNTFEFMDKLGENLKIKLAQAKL
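IDH1-R132H (0.5 ug/mL) preincubated 30 min with compound, then NADPH (0.016 mM) and alpha-KG (2 mM) added; 80 min at RT, pH 7.5. Remaining NADPH coupled via diaphorase/resazurin to fluorescence (540/590 nm); concentration-response curves normalized to no-enzyme control.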
USP1-UAF1 inh: Inhibitors of USP1/UAF1: Primary Screen; Ubiquitin carboxyl-terminal hydrolase 1 (Homo sapiens), O94782; recombinant USP1/UAF1, Ub-Rhodamine cleavage fluorescence; Potency, µM (top dose mostly 57.1 µM), without a hit: at the highest dose activity change, negative = inhibition, actives largely listed as inhibitors; 0.23% of 390,000 active; AID 743255, 2014; note: potency is the fitted concentration of half-maximal effect; % is set by controls: 0 for no effect and ±100 for the full control effect; nearly all actives have a fitted effect of over 60% in size; inactives centre near -12
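High-throughput fluorogenic screen: 1nM USP1/UAF1 complex, Ub-Rho substrate 150nM final, 50mM HEPES pH 7.8 with 0.5mM EDTA, 0.1 mg/ml BSA, 1mM TCEP and 0.01% Tween-20.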
TrxR1 substrate: qHTS Assay for Substrates of Mammalian Selenoprotein Thioredoxin Reductase 1 (TrxR1): qHTS. Thioredoxin reductase 1, cytoplasmic (Rattus norvegicus), O89049. purified TrxR1 substrate turnover, NADPH consumption readout. Potency, µM (doses to about 114 µM), without a hit: top-dose activity change, negative = substrate turnover. 0.01% of 390,000 active. AID 588456, 2011; note: potency is the fitted concentration of half-maximal effect; % is set by controls: 0 for no effect and ±100 for the full control effect; nearly all actives have a fitted effect of over 50% in size
Target sequence (O89049 whole entry, looked up): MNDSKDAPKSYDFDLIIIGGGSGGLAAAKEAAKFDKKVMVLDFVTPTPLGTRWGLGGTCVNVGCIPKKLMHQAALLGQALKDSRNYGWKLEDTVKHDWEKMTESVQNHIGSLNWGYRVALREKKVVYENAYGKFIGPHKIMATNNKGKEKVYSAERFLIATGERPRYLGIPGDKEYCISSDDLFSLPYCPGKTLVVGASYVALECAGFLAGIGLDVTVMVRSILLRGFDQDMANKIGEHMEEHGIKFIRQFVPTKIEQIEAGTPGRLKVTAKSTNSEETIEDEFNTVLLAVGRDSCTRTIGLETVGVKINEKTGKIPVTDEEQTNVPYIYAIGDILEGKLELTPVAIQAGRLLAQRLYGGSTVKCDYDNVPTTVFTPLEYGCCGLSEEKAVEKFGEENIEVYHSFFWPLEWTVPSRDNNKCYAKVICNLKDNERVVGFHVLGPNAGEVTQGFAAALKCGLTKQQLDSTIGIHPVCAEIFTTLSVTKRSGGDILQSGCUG
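Rat TrxR1, dispensed at 90 nM, was prereduced with 400 uM NADPH (final) for 5 min at ~22 deg C, then incubated with compound 15 min before 400 uM selenite. A first-read NADPH fluorescence drop versus no-compound background flagged substrates.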
RXFP1 ag: qHTS Assay for Agonists of the Relaxin Receptor RXFP1; 0.3% of 370,000 active; AID 2676, 2010; HEK293T-RXFP1 cAMP TR-FRET, 30 min; response scale: percent of porcine relaxin response, buffer zero; Potency, µM (series often up to 57.5 µM), inactives show top-dose activation, usual class: activators; note: potency is the fitted concentration of half-maximal effect; % is set by controls: 0 for no effect and ±100 for the full control effect; nearly all actives have a fitted effect of over 60% in size; many of its hits are not listed in these tables
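HEK293T cells stably expressing RXFP1 were pretreated with the PDE4 inhibitor Ro 20174, exposed to compounds for 30 min at 37C, lysed, and cAMP was read by TR-FRET. Data normalized to buffer (basal) and 29 nM porcine relaxin (100%).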
* marks the source's active call; other numbers are inactive results; ? = inconclusive; · = no result given; & = joins results of further samples; [ ] = another dose, or the depositor's remark. Unless noted, calls come from the whole dose curve; as a rule, active = well fitted curve in the direction sought with a large enough effect; inconclusive = small, poorly fitted or top-dose-only effect, or another doubt; inactive = no such curve, though single readings can be large; an effect the other way counts as inactive or inconclusive.

The opening 3 records (preview)
smiles,PI4K2A inh,GRP78 ERSR act,Vif-APOBEC3G blk,LDHA block,Vif-APOBEC3F blk,IDH1 R132H inh,USP1-UAF1 inh,TrxR1 substrate,RXFP1 ag
COC(=O)[C@]1(Cc2ccccc2)N[C@H](CN(C)S(=O)(=O)c2ccc(OC)cc2)[C@@H]2C(=O)N(C)C(=O)[C@@H]21,1,-1%,-3%,-5,5%,-6%,-22%,-8%,·
Oc1ccc(C[C@H]2CNCCN2CCc2cc(C(F)(F)F)cc(C(F)(F)F)c2)cc1,1,-5%,-10%,-18,-5%,0%,-15%,6%[57.1 µM],0.3%
CCC(Sc1ncccc1C(=O)OC(C)C)C(=O)N1CCOCC1 (stereo not drawn),3,0%,3%,-2,1%,1%,-8%,1%,1.0%

Main list, from the first entry:
smiles,PI4K2A inh,GRP78 ERSR act,Vif-APOBEC3G blk,LDHA block,Vif-APOBEC3F blk,IDH1 R132H inh,USP1-UAF1 inh,TrxR1 substrate,RXFP1 ag
COC(=O)[C@]1(Cc2ccccc2)N[C@H](CN(C)S(=O)(=O)c2ccc(OC)cc2)[C@@H]2C(=O)N(C)C(=O)[C@@H]21,1,-1%,-3%,-5,5%,-6%,-22%,-8%,·
Oc1ccc(C[C@H]2CNCCN2CCc2cc(C(F)(F)F)cc(C(F)(F)F)c2)cc1,1,-5%,-10%,-18,-5%,0%,-15%,6%[57.1 µM],0.3%
CCC(Sc1ncccc1C(=O)OC(C)C)C(=O)N1CCOCC1 (stereo not drawn),3,0%,3%,-2,1%,1%,-8%,1%,1.0%
CN(C)c1ccc(/C=N/N=C/c2ccccc2O)cc1,-4,-2%,0%,-6,-10%,-6%,-19%,6%,0.7%
COC(=O)c1cc(C(=O)OC)cc(N2C(=O)CC(N3CCN(c4ccccc4)CC3)C2=O)c1 (stereo not drawn),-3,-1%,3%,-4,4%,0%,-21%,-2%,-0.2%
CC(C)c1noc(-c2ccccc2OCC(=O)Nc2ccc([N+](=O)[O-])cc2)n1,1,-1%,-1%,-3,0%,2%,-24%,5%,-2.8%
CC(NC(=O)CN1CCN(c2ccc(Cl)cc2)CC1)c1ccccc1 (stereo not drawn),5,-2%,5%,-6,2%,-1%,-21%,4%,-0.5%
COc1ccccc1/C(C)=N/Oc1cc(N)cc([N+](=O)[O-])c1,5,3%,-11%,2,-14%,12%,-28%,0%,-0.2%
CCOc1ccc(NS(=O)(=O)c2ccc(C(=O)N(C)CC(=O)Nc3cccc(OC)c3)cc2)cc1,-7,-3%,-8%,1,-4%,2%,-26%,1%,·
C=C(C)[C@@H](O)COc1c2ccoc2cc2oc(=O)ccc12,-4,1%,3%,3,1%,-1%,-3%,0%[57.1 µM],1.2%
CCOC(=O)CCC(=O)Nc1cccc([N+](=O)[O-])c1,0,-6%,-3%,-1,6%,-1%,-16%,10%,-0.6%
CN(C)c1cccc(-c2cc(Nc3ccc(C(C)(C)C)cc3)ncn2)c1,-2,5%,-1%,2,·,·,·,·,·
CN(C)c1ccc(C=Nc2cnc3ccccc3c2)cc1,·,1%,-1%,2,·,·,·,152%[activator],·
Cc1ccc(N)cc1O,-6,-1%&-1%,2%,19,-4%,18%,-22%,7%,-0.4%
COc1cccc(C2CC(C(F)(F)F)n3ncc(C(=O)O)c3N2)c1 (stereo not drawn),5,8%,7%,-1,-1%,-4%,-1%,18%[57.1 µM],-0.4%
CCN(c1ccc(C)c(C)c1)S(=O)(=O)c1c(C)[nH]c(=O)[nH]c1=O,0,-4%,0%,-10,-3%,0%,-7%,-7%,-1.4%
COc1ccc(NC(C)=O)cc1S(=O)(=O)NCCc1ccccn1,0,8%,6%,-1,1%,-7%,-5%,5%,0.7%
COc1ccccc1N1C(=O)c2ccccc2NC1c1ccncc1 (stereo not drawn),-3,-5%,0%,4,-12%,1%,-17%,20%[57.1 µM],-0.6%
CC(C)(C)C(=O)N1N=C(c2cccc(NS(C)(=O)=O)c2)CC1c1cccs1 (stereo not drawn),-4,-2%,-5%,0,0%,-4%,-27%,-1%,0.1%
NC(=O)C1CC12c1ccccc1-c1ccccc12 (stereo not drawn),-3,3%,0%,1,-3%,-1%,-20%,-18%,3.2%
O=C(COc1ccc(Br)cc1)N1CCOCC1,-4,1%,2%,-5,-10%,4%,3%,8%[0.457 µM],1.8%
COc1ccc(C(=O)OCC(=O)NC(=O)Nc2ccccc2F)c(OC)c1,-4,-2%,0%,-8,-30%,-4%,-4%,0%,·
CCOc1ccc(NC(=O)Cn2c(=O)n(CCc3ccccc3)c(=O)c3c4c(sc32)CCCC4)cc1,-6,-1%,2%,-9,2%,-6%,-17%,-5%,6.0%
CC(=O)N1N=C(c2ccc(Br)cc2)CC1c1cccc([N+](=O)[O-])c1 (stereo not drawn),-1,-1%,-9%,-18,1%,-11%,-4%,·,·
Cc1cc(C)cc(-c2nc(-c3ccncc3)no2)c1,-3,0%,-4%,-3,-9%,6%,-28%,0%,1.1%
Cc1ccc(-c2noc(-c3cc4ccccc4oc3=O)n2)cc1,1,1%,2%,?,2%,2%,-15%,30%,0.2%
CCOC(=O)C1CCCN(C(=O)CN2C(=O)c3ccccc3S2(=O)=O)C1 (stereo not drawn),2,0%,2%,-3,-5%,8%,-11%,1%,·
Cc1ccccc1CNC(=O)/C=C\C(=O)O,-1,0%,-3%,-7,-3%,3%,-5%,-11%,-0.5%
COc1ccc(NC(=O)CC2C(=O)N(c3ccc(OC)cc3)C(=O)N2C(C)C)cc1 (stereo not drawn),-2,2%,-2%,-7,-1%,2%,-12%,6%[57.1 µM],0.2%
CC(=O)c1ccc(OCC(C)C)c(CC(C(N)=O)C(N)=O)c1,0,-4%,0%,-9,0%,-6%,1%,-1%,-0.2%

New compounds follow:
Each structure is followed by: PI4K2A inh	GRP78 ERSR act	Vif-APOBEC3G blk	LDHA block	Vif-APOBEC3F blk	IDH1 R132H inh	USP1-UAF1 inh	TrxR1 substrate	RXFP1 ag
CCCOc1cccc(C2C(C(=O)c3cccs3)=C(O)C(=O)N2CCN2CCOCC2)c1 (stereo not drawn)
 : 0	1%	-6%	3	1%	-5%	-19%	-1%	6.2%
CCOC(=O)CCP(=O)(O)C(O)(c1ccccc1)c1ccccc1
 : 2	-3%	3%	-1	0%	8%	-5%	10%	-0.3%
CC(=O)c1ccc(NC(=S)NCCc2ccc(S(N)(=O)=O)cc2)cc1
 : 18	1%	1%	0	9%	1%	-8%	-12%[57.1 µM]	-0.8%
CCc1ccccc1NC(=O)N1CCC(NC(=O)C(Cc2ccc(OC)c(OC)c2)NC(C)=O)CC1 (stereo not drawn)
 : -3	1%	0%	-3	1%	4%	-13%	8%	0.4%
Cc1cccc2cc(CN(Cc3ccc(F)cc3)C(=O)N(C)C)c3nnnn3c12
 : -3	-9%	-6%	6	·	-3%	-4%	2%	7.1%
CCS(=O)(=O)N1CC(=O)N(c2cccc(Cl)c2)C(C)(C(=O)NC2CCCCCC2)C1 (stereo not drawn)
 : -5	-3%	7%	-1	-4%	-9%	-2%	3%[57.1 µM]	0.2%
COc1cc(SC)ccc1C(=O)Nc1ncc(Cl)cc1Cl
 : -1	10%	0%	-7	2%	4%	-15%	6%[57.1 µM]	?
O=C(NC1CC2CCCC(C1)N2Cc1ccccc1)C1CCCCC1 (stereo not drawn)
 : 0	-2%	0%	-6	0%	2%	-10%	-3%	4.1%
Nc1ccc(S(=O)(=O)NCC(=O)OCCOc2ccccc2)cc1[N+](=O)[O-]
 : -2	-1%	0%	1	-11%	0%	-4%	-4%	0.4%
CC1(C)CC(=O)C=C(NC2CCCC(O)C2)C1 (stereo not drawn)
 : 2	-2%	3%	-8	6%	-6%	-10%	6%[57.1 µM]	-0.6%
CCOC(=O)c1cc(-c2ccc(OC)c(S(=O)(=O)NC3CCCCC3)c2)on1
 : 0	-11%	1%	-3	-1%	-14%	-24%	1%[57.1 µM]	0.5%
COc1ccc(CCNCc2csc3nc4ccccc4n23)cc1OC
 : -4	-5%	-13%	1	-2%	-1%	7%	6%[57.1 µM]	2.3%

Assay outcomes (PubChem)

Only part of the results is shown; the hit share may differ from the screen's.
